Hsp70 inhibitors – Hsp70 inhibitors, probe displacement, primary screen, biochemical, fluorescence polarization (AID 583); Heat shock 70 kDa protein 1A (Homo sapiens); Hsp70 fluorescence polarization probe displacement, mP; higher % means a stronger effect; one-dose displacement, % at 20 µM; IC50 in µM for titrated hits; hit rate 0.06% among 140,000; in the data active means displacement above about 50%;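 further: plate controls were vehicle for no effect and reference ligand for full effect; a part of the inactive calls stands beside numbers as strong as those of hits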
Rat MKP-3 inhibitors – MKP-3 phosphatase inhibitors, primary screen, biochemical, rat enzyme, in vitro (AID 425); Dual specificity protein phosphatase 6 (Rattus norvegicus); recombinant MKP-3 phosphatase activity, fluorescence; higher % means a stronger effect; inhibition, % at 20 µM; hits with a dose series show IC50 in µM; hit rate 0.17% among 110,000; in the data active means inhibition above about 50%;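 further: plate controls were vehicle for no effect and reference inhibitor for full effect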
An asterisk follows results filed as active; nt = no result given; & = joins results of further samples.

Rat MKP-3 inhibitors | Hsp70 inhibitors | Compound
7% | -1.1% | Oc1ccccc1-c1cc(-c2ccccc2)nc(N2CCCC2)n1
6% | -1.2% | O=C1OC(c2ccc(Cl)cc2)=C/C1=C\c1ccc2c(c1)OCO2
3% | -3.3% | COc1cc(/C=C2\SC(=N)N(c3ccc(F)cc3)C2=O)ccc1O
-10% | 7.7% | CCCCOCCCNC(=O)C1CCCCC1
nt | -1.5% | Cc1cc(C)c(C#N)c(Oc2ccc(F)cc2)n1
2% | -2.2% | CC(=O)Nc1ccc(NS(=O)(=O)c2ccc(C)cc2)cc1
3% | 2.7% | Cc1cc(C(=O)N=Nc2c(O)n(C)c3ccc(Br)cc23)n[nH]1
5% | -2.5% | COc1cc(OC)c(OC)cc1CN1CCN(Cc2ccncc2)CC1
2% | -6.2% | COc1cccc(OCCOc2ccccc2/C=C2/SC(=S)N(Cc3ccccc3)C2=O)c1
4% | 0.5% | O=C(CC1Nc2ccccc2NC1=O)Nc1cccc(C(=O)O)c1 (stereo not drawn)
nt | -6.0% | CCOc1ccc(C(CC(=O)O)NC(=O)C23CC4CC(CC(C4)C2)C3)cc1 (stereo not drawn)
1% | 7.1% | Cc1ccc(S(=O)(=O)c2cc(O)ccc2O)cc1
0% | -0.1% | CN(Cc1ccccc1)C(=O)c1ccc(CN2CCc3ccccc3C2)cc1
0% | -13% | O=C(Nc1ccc(S(=O)(=O)Nc2nccs2)cc1)c1ccc(Cl)c(Cl)c1
-9% | -4.4% | N#Cc1cn(CC(=O)NCC2CCCO2)c2ccccc12 (stereo not drawn)
-7%&-3% | 0.2%&-0.4% | Cc1ccc(C(=O)CCNc2ccccc2)o1
2% | -4.8% | COc1cc(C2N(c3ccc(Cl)c(Cl)c3)C(=O)C3CCCN32)cc(OC)c1OC (stereo not drawn)
6% | -6.1% | OCCN1CCN(c2ncnc3c2sc2nc(N4CCOCC4)c4c(c23)CCC4)CC1
-2% | -4.3% | CCOC(=O)Cn1c(=O)oc2cc(S(=O)(=O)Nc3c(C)cc(C)cc3C)ccc21
-1% | 3.8% | CCOc1ccc(Nc2nc(-c3cccs3)cs2)cc1
-9% | -1.1% | COc1ccc(N(Cc2cc3ccc(C)cc3[nH]c2=O)C(=O)c2ccco2)cc1
nt | -4.1% | Cc1ncc([N+](=O)[O-])n1CC(C)O (stereo not drawn)
-8% | 1.8% | Cc1nc2cc(-c3ccc(F)cc3)nn2c(N2CCOCC2)c1C
-1% | 2.9% | CN(C)S(=O)(=O)Nc1ccccc1C(N)=O
34% | 8.6% | Cc1ccc(Nc2nc(N)nc(CSc3nnnn3-c3ccccc3)n2)cc1
-1% | 4.3% | CC(C)(C)NC(=O)CC(CC(=O)O)c1ccccc1 (stereo not drawn)
-2% | -2.0% | CC(=O)Oc1ccc(C(=O)Nc2ccc(C)cc2C(=O)O)cc1
4% | 0.9% | O=C(COc1ccc(Cl)cc1Br)Nc1ccc(Nc2ccccc2)cc1
-3% | 1.0% | N#Cc1c(/N=C/c2ccccc2Cl)sc2c1CCCC2
2% | -4.1% | COc1ccccc1Nc1ncnc2ccc(Br)cc12
nt | 5.0% | Cc1ccc(Cl)cc1NC(=O)CCC(=O)Nc1cc(Cl)ccc1C
4% | -38% | CCOC(=O)c1c(-n2c(C)cc(/C=C3\NC(=S)NC3=O)c2C)sc2c1CCCC2
nt | 1.2% | CCn1c(CNc2ccc(Cl)cc2)nnc1SCC(=O)OC1CCCCC1
-6% | -0.8% | Brc1ccc(CSc2nnc(-c3ccccn3)n2Cc2ccco2)cc1
-10% | 22% | c1ccc(-c2nn3c(-c4ccncc4)nnc3s2)nc1
3% | -1.6% | CN1CCN(CCOCCOc2ccc(Br)cc2)CC1
4% | 0.2% | C=CCOC(=O)C1=C(C)NC(C)=C(C(=O)OCC=C)C1c1ccc(C)o1
nt | -3.2% | Cc1ccccc1OCc1nc2ccccc2c(=O)n1N
1% | 0.7% | CSCCC(NC(=O)c1ccccc1)C(=O)OCC(=O)Nc1nnc(C)s1 (stereo not drawn)
-1% | -4.7% | CCOC(=O)N1CCN(C(=O)C(NS(=O)(=O)c2cccc3nsnc23)c2ccccc2)CC1 (stereo not drawn)
-9% | 0.5% | CCCn1c(=O)c2ccccc2n2c(SCC(=O)/C(C#N)=C(\C)N)nnc12
-12% | -4.4% | CCN(CC)C(=O)CSc1nc(O)cc(=O)n1-c1ccccc1OC
0% | -2.7% | COc1ccc(CCNC(=O)c2sc(=S)n(C)c2N)cc1
-4% | 6.2% | CC(=O)OC(C(=O)NCc1ccco1)c1cccnc1 (stereo not drawn)
0% | -2.6% | COC(=O)c1ccc(CSc2nnc3sc4ccccc4n23)o1
-2% | -4.2% | O=C(NCc1ccccc1)c1nn2c(c1Br)NC(c1cccs1)CC2C(F)(F)F (stereo not drawn)
nt | -1.0% | O=C(COC(=O)c1ccccn1)NC12CC3CC(CC(C3)C1)C2
3% | 1.6% | COc1ccc(N(C(C)C(=O)Nc2cc(C)cc(C)c2)S(C)(=O)=O)cc1 (stereo not drawn)
nt | -1.0% | CCc1nnc(NC(=O)c2cccnc2)s1
-8% | -0.6% | CC(=O)O[C@]1(C(C)=O)CC[C@H]2[C@@H]3C=C(Cl)C4=CC(=O)CC[C@]4(C)[C@H]3CC[C@@]21C
-8% | 5.0% | COC(=O)c1c(C)nc(C)c2c(=O)oc3ccccc3c12
nt | -3.7% | CCCn1nc(CC(=O)OCC)c2ccccc2c1=O
-1% | -4.4% | CCOc1ccc(N2C(=O)CC(N3CCC(C(N)=O)CC3)C2=O)cc1 (stereo not drawn)
-5% | -2.7% | CCCNC(=O)NC(=O)CSc1ncc(C(F)(F)F)cc1Cl
1% | 4.8% | CCn1c2ccccc2c2cc(NS(=O)(=O)c3cccc([N+](=O)[O-])c3)ccc21
-8% | -1.9% | Nc1c(C(=O)NCC2CCCO2)c2nc3ccccc3nc2n1-c1ccccc1 (stereo not drawn)
10% | -1.1% | Cc1c(Cl)cccc1NC(=O)CC(NCCN1CCOCC1)C(=O)O (stereo not drawn)
3% | -3.1% | Cc1c(-n2c(O)c(C3=c4cc(Cl)ccc4=NC3=O)sc2=S)c(=O)n(-c2ccccc2)n1C
9% | -20% | CO[C@H]1C=CO[C@@]2(C)Oc3c(C)c(O)c4c(O)c(c(C=NN5CCN(C)CC5)c(O)c4c3C2=O)NC(=O)C(C)=CC=C[C@H](C)[C@H](O)[C@@H](C)[C@@H](O)[C@@H](C)[C@H](OC(C)=O)[C@@H]1C
-10% | 2.9% | CCn1c2ccccc2c2cc(NC(=O)CCCN3C(=O)CCC3=O)ccc21

Further structures follow.
Rat MKP-3 inhibitors | Hsp70 inhibitors | Compound
-9% | 5.9% | CC(C)OP(=O)(c1ccc(N(C)C)cc1)C(O)c1ccccc1F (stereo not drawn)
-7% | -2.7% | CCN(CC)c1nc(N)c2c(N)n(-c3ccccc3C)c(=S)c(C#N)c2c1C#N
-4% | 1.0% | CC(O)C#CCN1C(C)CCCC1C (stereo not drawn)
2% | 1.9% | O=C(CC1CCCCC1)NCc1cn2ccsc2n1
2% | 0.6% | Cc1ccc2cc(CN(Cc3ccco3)C(=O)c3ccccc3)c(=O)[nH]c2c1C
2% | -0.1% | CCC(=O)Nc1ccc(NC(=O)c2ccc([N+](=O)[O-])cc2)cc1
-7% | 2.8% | O=C(Nc1ccc(-n2nncc2-c2ccco2)cc1)c1ccc(F)cc1
3% | -2.3% | C(=N\n1cnnc1)/c1ccc(Sc2nnnn2-c2ccccc2)o1
4% | -3.1% | CCn1cc(/C=C(/C#N)C(=O)Nc2ccc(Cl)cc2)c2ccccc21
nt | 7.1% | Cc1noc(C)c1COc1ccc(C(=O)OCC(=O)N2CC(=O)Nc3ccccc32)cc1
nt | -1.5% | COc1ccc2nc(NC(=O)CSc3nc(C)cc(C)n3)sc2c1
-4% | 0.2% | CC1CCCC(NC(=O)c2cn(C)c3ccc(S(=O)(=O)N4CCCC4)cc3c2=O)C1C (stereo not drawn)
6% | 3.7% | COc1ccc2c(c1OC)C(=O)OC2CC(=O)c1cc(F)ccc1O (stereo not drawn)
3% | -1.0% | Cc1cc2c(CC(O)C(Cl)(Cl)Cl)nc(-c3ccccc3)nc2s1 (stereo not drawn)
0% | -4.6% | Cc1ccccc1-c1nc(CN2CCCC(C(=O)NCc3cccnc3)C2)c(C)o1 (stereo not drawn)
nt | -0.8% | CCS(=O)(=O)c1ccc2oc(SCC(=O)c3ccco3)nc2c1
-9% | -4.5% | O=C(NC1CCCCC1)NC1CCN(S(=O)(=O)c2ccc3c(c2)OCCO3)CC1
-14% | -0.6% | Cc1occc1-c1nnc(SCC(=O)c2ccc(F)cc2)o1
-4% | -3.9% | O=c1[nH]c(C2CCCN(S(=O)(=O)c3ccccc3)C2)nc2c1nnn2Cc1ccccc1F (stereo not drawn)
-15% | -18% | COc1ccc2[nH]c(=O)c(CN(C3CCCCC3)C(c3nnnn3Cc3ccco3)C(C)C)cc2c1 (stereo not drawn)
1% | -0.8% | O=S(=O)(c1cccc(S(=O)(=O)N2CCN(c3ncccn3)CC2)c1)N1CCOCC1
nt | -4.3% | Cc1c(C(=O)OCC(C)C)[nH]c2c1C(=O)CC(c1cccs1)C2 (stereo not drawn)
-12% | -2.9% | NC(=O)C1CCN(c2oc(-c3ccccc3F)nc2S(=O)(=O)c2ccc(Cl)cc2)CC1
0% | 2.4% | NC(=O)c1ccc[n+](CC(=O)OCC23CC4CC(CC(C4)C2)C3)c1
nt | -2.9% | CCSc1nc(-c2ccc(OC)cc2)n(-c2nc3ccccc3s2)n1
-7% | -2.1% | CSc1ccc(-c2nc(CSCC(=O)N3CCOCC3)c(C)o2)cc1
nt | 86% | O=Cc1ccc2noc(-c3ccc(F)cc3)c2c1
0% | 7.1% | Cc1cccc(-n2ncc3c(NC4CCCCC4)ncnc32)c1
-1% | -1.7% | Cc1cnc(C(=O)Nc2nnc(C(C)C)s2)cn1
nt | 4.4% | Cc1ccc(C(C(=O)NC2CCCC2)N(Cc2cccs2)C(=O)c2csnn2)o1 (stereo not drawn)

A section from the list above:
Rat MKP-3 inhibitors | Hsp70 inhibitors | Compound
7% | -1.1% | Oc1ccccc1-c1cc(-c2ccccc2)nc(N2CCCC2)n1
6% | -1.2% | O=C1OC(c2ccc(Cl)cc2)=C/C1=C\c1ccc2c(c1)OCO2

Following part.
Rat MKP-3 inhibitors | Hsp70 inhibitors | Compound
-2% | 3.5% | CC(C)N1C(=O)C2C(C(=O)NC3CCCCC3)C3C=CC2(O3)C1C(=O)NC1CCCC1 (stereo not drawn)
2% | -5.9% | O=C(Nc1cccc2ccccc12)c1ccc(S(=O)(=O)N2CCCCC2)cc1
nt | 6.1% | Cn1c(=O)[nH]c(=O)c2c1nc(N1CCOCC1)n2CCSc1ncccn1
2% | -1.7% | O=C(Nc1ccc(Cl)cc1)O/N=C\c1c[nH]c2ccccc12
-2% | 2.5% | O=C(NCCN1C(=O)C2C3C=CC(C3)C2C1=O)N1CCOCC1 (stereo not drawn)
2% | -2.6% | COC(=O)c1ccccc1NC(=O)COc1ccc(C)c(C)c1
0% | 1.3% | O=C(/C=C/c1ccc(-c2cccc([N+](=O)[O-])c2)o1)c1cc2ccccc2o1
-6% | -1.3% | Nc1nc2c(s1)C(=O)CCC2
-8% | 2.5% | CC(=O)C(Sc1ccc2nnc(-c3ccc(C)cc3)n2n1)C(C)=O
-3% | -0.1% | CCn1c(COc2cccc(OC)c2)nnc1SCC(=O)Nc1cccc(OC)c1
-1% | 1.2% | COC(=O)c1ccc(C2Nc3ccccc3NC3=C2C(=O)CC(C)(C)C3)cc1 (stereo not drawn)
0% | 5.4% | COc1ccc(OC)c(S(=O)(=O)NCCC2=CCCCC2)c1
3% | 5.7% | COc1ccc(/C=C/C(=O)N(C)C2CCCCC2)cc1Br
nt | -1.4% | COC(=O)C1=C(C)NC(=O)/C1=C\c1cc(C)n(-c2cc(C)cc(C)c2)c1C
-1% | 2.0% | Clc1ccccc1-n1ncnc1-c1ccc(Br)cc1
2% | -0.2% | COc1cc(/C=N/N=C2\NC(=O)C(CC(=O)O)S2)cc(OC)c1OC (stereo not drawn)

Compounds above with two or more sulfur atoms, in the order listed:
Rat MKP-3 inhibitors | Hsp70 inhibitors | Compound
2% | -6.2% | COc1cccc(OCCOc2ccccc2/C=C2/SC(=S)N(Cc3ccccc3)C2=O)c1
0% | -13% | O=C(Nc1ccc(S(=O)(=O)Nc2nccs2)cc1)c1ccc(Cl)c(Cl)c1
-1% | 3.8% | CCOc1ccc(Nc2nc(-c3cccs3)cs2)cc1
4% | -38% | CCOC(=O)c1c(-n2c(C)cc(/C=C3\NC(=S)NC3=O)c2C)sc2c1CCCC2
1% | 0.7% | CSCCC(NC(=O)c1ccccc1)C(=O)OCC(=O)Nc1nnc(C)s1 (stereo not drawn)
-1% | -4.7% | CCOC(=O)N1CCN(C(=O)C(NS(=O)(=O)c2cccc3nsnc23)c2ccccc2)CC1 (stereo not drawn)
0% | -2.7% | COc1ccc(CCNC(=O)c2sc(=S)n(C)c2N)cc1
0% | -2.6% | COC(=O)c1ccc(CSc2nnc3sc4ccccc4n23)o1
3% | -3.1% | Cc1c(-n2c(O)c(C3=c4cc(Cl)ccc4=NC3=O)sc2=S)c(=O)n(-c2ccccc2)n1C
nt | -1.5% | COc1ccc2nc(NC(=O)CSc3nc(C)cc(C)n3)sc2c1
nt | -0.8% | CCS(=O)(=O)c1ccc2oc(SCC(=O)c3ccco3)nc2c1
1% | -0.8% | O=S(=O)(c1cccc(S(=O)(=O)N2CCN(c3ncccn3)CC2)c1)N1CCOCC1
nt | -2.9% | CCSc1nc(-c2ccc(OC)cc2)n(-c2nc3ccccc3s2)n1
-7% | -2.1% | CSc1ccc(-c2nc(CSCC(=O)N3CCOCC3)c(C)o2)cc1
nt | 4.4% | Cc1ccc(C(C(=O)NC2CCCC2)N(Cc2cccs2)C(=O)c2csnn2)o1 (stereo not drawn)

Not all compounds are listed (hit frequency here may not be typical).
